Screens: PubChem BioAssay, The Scripps Research Institute Molecular Screening Center
CHRM1 antagonist: blocks human M1 muscarinic receptor. inhibition, % at 3 µM. P11229. actives 1.3% (n = 360,000). AID 588852. CHO-K1 hM1, Fluo-8 calcium fluorescence, ACh EC80 antagonist;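 active means percent inhibition above its own plate's cutoff, namely the mean of that plate's compound wells plus 3 SD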;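 further: peak over basal fluorescence ratio during 140 s after agonist addition; 0% = ACh EC80 plus DMSO and 100% = DMSO alone without agonist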
Target sequence (P11229 whole entry, looked up): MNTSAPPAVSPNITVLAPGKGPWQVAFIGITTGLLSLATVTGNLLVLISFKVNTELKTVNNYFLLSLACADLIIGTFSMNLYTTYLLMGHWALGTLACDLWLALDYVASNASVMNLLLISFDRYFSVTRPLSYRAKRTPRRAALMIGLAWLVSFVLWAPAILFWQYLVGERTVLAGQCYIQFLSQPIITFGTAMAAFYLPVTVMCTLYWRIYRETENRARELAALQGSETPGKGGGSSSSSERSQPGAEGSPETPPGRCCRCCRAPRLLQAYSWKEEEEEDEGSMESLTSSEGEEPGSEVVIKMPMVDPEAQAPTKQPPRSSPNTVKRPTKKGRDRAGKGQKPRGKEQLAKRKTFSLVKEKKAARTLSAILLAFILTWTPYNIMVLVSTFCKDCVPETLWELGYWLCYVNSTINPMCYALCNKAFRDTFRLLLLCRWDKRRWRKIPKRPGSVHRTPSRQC
CHRM1 agonist: activates human CHRM1 receptor. actives 0.33% (n = 360,000). activation, % at 3 µM. P11229. CHO-K1 hM1, Fluo-8 calcium fluorescence, agonist mode; 0% DMSO, 100% acetylcholine EC100;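 active means activation above the run's mean compound activation plus 3 SD, cut at about 16% in these data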;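 further: peak over basal fluorescence ratio within a 140 s kinetic read after compound addition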
OXTR potentiator: human OXTR potentiation | AID 2445 | P30559 | activation, % at 3 µM | CHO-OTR cells, Fluo-8 calcium fluorescence, potentiator mode; 0% = oxytocin EC15, 100% = EC100 | actives 0.061% (n = 320,000);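 active means activation above that plate's cutoff, the mean activation of tested compounds plus 3 SD, cut at about 6.6% in these data, passing the limit was not always enough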;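 further: 100% uses oxytocin at 75 nM as the full agonist control; some results filed as inactive read as strong as hits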
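System: human OTR in CHO cells; Also added: sub-maximal oxytocin, roughly EC15; Timing: compound 6 min at room temperature before oxytocin, 100 s read; Technique: Fluo-8 intracellular calcium fluorescence, ex 470-495, em 515-575 nm; Controls: oxytocin EC15 low and EC100 high; Replication: singlicate.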
CHRM1 PAM: positive allosteric modulators of human M1 muscarinic receptor; CHO-K1 hM1, Fluo-8 calcium fluorescence, ACh EC20; 0% = ACh EC20, 100% = maximal ACh; activation, % at 3 µM; actives 0.088% (n = 360,000); AID 588819; P11229; in the data active means activation above about 19%, passing the limit was not always enough
M4 antag: blocks acetylcholine activation of human M4 receptor; inhibition, % at 3 µM; CHO-hM4 cells, ACh EC80, Fluo-8 calcium fluorescence; P08173; actives 0.73% (n = 360,000);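 active means inhibition above its plate's cutoff, the mean inhibition of sample wells plus 3 SD, cut at about 27% in these data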;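 further: 0% = acetylcholine EC80 with DMSO and 100% = DMSO without agonist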
Target sequence (P08173 whole entry, looked up): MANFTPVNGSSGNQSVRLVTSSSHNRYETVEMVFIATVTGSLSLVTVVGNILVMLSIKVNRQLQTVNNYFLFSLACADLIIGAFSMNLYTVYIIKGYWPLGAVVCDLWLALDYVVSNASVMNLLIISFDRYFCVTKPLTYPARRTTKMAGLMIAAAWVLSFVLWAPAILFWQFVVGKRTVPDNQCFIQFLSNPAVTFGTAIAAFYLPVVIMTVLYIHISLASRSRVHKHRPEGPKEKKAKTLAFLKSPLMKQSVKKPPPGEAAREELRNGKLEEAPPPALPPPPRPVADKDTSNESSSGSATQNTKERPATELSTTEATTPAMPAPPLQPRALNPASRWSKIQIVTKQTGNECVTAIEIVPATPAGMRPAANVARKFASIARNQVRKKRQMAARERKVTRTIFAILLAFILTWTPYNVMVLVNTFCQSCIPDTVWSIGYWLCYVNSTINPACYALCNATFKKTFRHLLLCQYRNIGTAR
CHO parental Ca: counter-screen for OX1R antagonists: effect in parental CHO cells; parental CHO-K1, ATP-induced calcium, Fluo-8 fluorescence; inhibition, % at 5.6 µM; actives 0.63% (n = 330,000); AID 463079;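 active means inhibition above that plate's mean sample inhibition plus 3 SD, cut at about 26% in these data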;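 further: 0% = ATP-challenged DMSO wells and 100% = DMSO wells without ATP; some compounds past the cut are filed as inactive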
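Material – parental CHO cells · Reagent – ATP stimulus · Compound – single nominal dose of 5.6 µM per compound · Detection – Fluo-8 fluorescence · Read-out basis – percent inhibition of calcium signal · Controls – ATP-challenged DMSO wells low, unchallenged DMSO wells high · Repeats – no replicates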
CHO-K1 Ca antag: M1 antagonist counterscreen hit in parental CHO-K1 cells; ATP-induced calcium, Fluo-8 fluorescence; inhibition, % at 3 µM; actives 0.6% (n = 360,000); AID 602250;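 active means inhibition above a per-plate cutoff, the plate's mean sample inhibition plus 3 SD, cut at about 24% in these data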;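 further: 0% = DMSO plus EC80 ATP and 100% = DMSO alone without ATP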
M1 ag parental: nonselective activator or artifact in parental CHO-K1 cells; AID 602248; actives 0.48% (n = 360,000); Fluo-8 calcium fluorescence; scaled to maximal ATP response, vehicle zero; activation, % at 3 µM; in the data active means activation above about 15%;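 further: untransfected CHO-K1 host cells lacking M1 receptor as counterscreen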
CHRM4 agonist: agonists of human muscarinic M4 receptor (CHRM4) | P08173 | actives 0.14% (n = 360,000) | AID 624127 | CHO-K1 hM4/Gqi5, Fluo-8 calcium fluorescence; vehicle 0%, full acetylcholine response 100% | activation, % at 3 µM;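 active means activation above the run mean over all test wells plus 3 SD, cut at about 32% in these data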;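 further: peak over basal fluorescence ratio per well then scaled between controls; 0% = DMSO wells and 100% = acetylcholine at EC100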
An asterisk follows results filed as active; nt = not tested or not shown.

SMILES	CHRM1 antagonist	CHRM1 agonist	OXTR potentiator	CHRM1 PAM	M4 antag	CHO parental Ca	CHO-K1 Ca antag	M1 ag parental	CHRM4 agonist
Cc1ccc(F)c(S(=O)(=O)NC(=O)C2(C)CCN2C(=O)c2sccc2C)c1 (stereo not drawn)	-7	-3	nt	6	-2	nt	-10	0.9	1
CNC(=O)C[C@H]1C(=O)N(c2ccc(Br)cc2)C[C@@H]1C	-6	-8	nt	2	1	nt	2	0.2	0
C=CCn1c(N)cc(=O)nc1SC(CC)C(=O)Nc1ccc(C(C)=O)cc1 (stereo not drawn)	-10	-4	-5	22	-6	-17	-6	-0.1	3
COc1ccc(N2CCN(S(=O)(=O)CCNC(=O)CCCc3ccccc3)CC2)cc1	-18	0	-2	4	-16	-26	2	1.8	2
COc1ccc(NC(=O)c2c(C)noc2-c2snnc2C)cc1	-4	-4	0	3	6	-11	-5	0.2	2
Cc1ccc(C2/C(=C(\O)c3c(C)nc4c(C)cccn34)C(=O)C(=O)N2CCN(C)C)o1 (stereo not drawn)	0	-1	nt	0	-8	nt	-6	4.5	16
COc1ccc(-n2c(=O)c3c4c(sc3n(CC(=O)NCC3CCCO3)c2=O)CN(C(C)=O)CC4)cc1OC (stereo not drawn)	-7	-2	nt	5	-6	nt	6	3.2	0
Cc1cccc(NC(=O)c2cc(S(=O)(=O)N3CCc4ccccc43)cn2C)c1	-10	-4	-8	2	-14	-8	-12	1.4	2
COc1ccc(N2CCN(C(=O)Cn3cncn3)CC2)cc1	25	-3	-11	-9	17	-3	6	4.6	19
CN1CCN(C(=O)c2cc3ccccc3cc2O)CC1	-2	-4	-3	-6	15	-4	-13	0.4	-1
CC(Sc1nc(-c2ccccc2)cc(C(F)(F)F)n1)C(=O)N1CCOCC1 (stereo not drawn)	-22	-3	-9	2	-15	-17	-4	2.1	4
CCCNC(=O)c1ccc2c(c1)ncn2-c1ccccc1OC	-19	-3	-10	8	12	-20	-6	0.0	0
Cc1cc(=O)n2[nH]c(COc3ccccc3)nc2n1	-18	-1	-10	4	-2	-9	-8	0.3	1
CCC(C(=O)c1ccccc1)P(=O)(NN)c1ccccc1 (stereo not drawn)	-22	1	-6	15	-15	-21	-5	0.8	0
O=C(Nc1ncccc1O)c1ccc2ccccc2c1	-8	-1	1	8	-14	-6	-11	0.6	1
COc1cc(C(=O)N/N=C/c2ccc(OC(=O)c3cccc(C)c3)c(OC)c2)ccc1O	17	-1	-13	-7	-1	6	2	7.0	14
COCCCNc1nc(N)c([N+](=O)[O-])c(NCC2CCCO2)n1 (stereo not drawn)	-2	-2	4	8	-1	0	-5	1.5	1
CC(NCc1ccc(S(N)(=O)=O)cc1)C(=O)Nc1cc([N+](=O)[O-])ccc1Cl (stereo not drawn)	3	-8	-1	8	-6	-1	-12	0.7	1
CCc1cc2c(=O)c(-c3nc4ccccc4n3C)c(C)oc2cc1OC(C)=O	19	1	-5	-8	9	-4	2	1.4	2
Cc1cccc(CC(=O)OCn2nnc3ccccc3c2=O)c1	-8	-5	-4	3	-3	-9	-5	0.8	2
COc1ccc(C(=O)NNC(=O)c2cc3cc([N+](=O)[O-])ccc3oc2=O)cc1OC	0	-4	-8	5	5	1	-3	-0.1	0
COc1ccc(-n2c(Cc3cccn3C)nnc2SCC(=O)NCc2ccc(F)cc2)cc1	1	-4	-3	1	-8	-13	7	2.7	1
CN(C(=O)COC(=O)/C=C/c1cccs1)c1c(N)n(Cc2ccccc2)c(=O)[nH]c1=O	-18	-1	-7	12	-5	-11	12	-0.5	-1
O=C(NC1CCCC1)c1ccc(CS(=O)(=O)c2cccc(C(F)(F)F)c2)o1	-7	-2	0	7	2	-12	-4	0.7	0
CN(CC(=O)Nc1ccccc1Cl)CC(=O)Nc1ccccc1[N+](=O)[O-]	-7	-4	-18	4	-6	-7	-15	6.4	9

In the list so far, these have fluorine.
SMILES	CHRM1 antagonist	CHRM1 agonist	OXTR potentiator	CHRM1 PAM	M4 antag	CHO parental Ca	CHO-K1 Ca antag	M1 ag parental	CHRM4 agonist
Cc1ccc(F)c(S(=O)(=O)NC(=O)C2(C)CCN2C(=O)c2sccc2C)c1 (stereo not drawn)	-7	-3	nt	6	-2	nt	-10	0.9	1
CC(Sc1nc(-c2ccccc2)cc(C(F)(F)F)n1)C(=O)N1CCOCC1 (stereo not drawn)	-22	-3	-9	2	-15	-17	-4	2.1	4
COc1ccc(-n2c(Cc3cccn3C)nnc2SCC(=O)NCc2ccc(F)cc2)cc1	1	-4	-3	1	-8	-13	7	2.7	1
O=C(NC1CCCC1)c1ccc(CS(=O)(=O)c2cccc(C(F)(F)F)c2)o1	-7	-2	0	7	2	-12	-4	0.7	0

Next section.
SMILES	CHRM1 antagonist	CHRM1 agonist	OXTR potentiator	CHRM1 PAM	M4 antag	CHO parental Ca	CHO-K1 Ca antag	M1 ag parental	CHRM4 agonist
C/C(=N\NC(=O)c1nn(C)cc1Br)c1cccc(NC(=O)c2ccncc2)c1	-10	-4	-1	10	-2	-7	-1	0.2	1
O=[N+]([O-])c1ccc(N2CCCCC2)nc1	-9	-7	-4	4	-2	-30	-5	0.5	1
Cn1cc(CNC(=O)C23CC4CC(CC(C4)C2)C3)cn1	1	-3	-11	6	16	-5	-1	-0.2	0
Cn1cc(C2CC(c3ccccc3)=NN2C(=O)c2ccccc2)c2ccccc21 (stereo not drawn)	-2	-7	-8	-2	-2	-12	2	0.8	0
CCc1ccccc1NC(=O)/C(C#N)=C\c1ccc(Sc2ccccc2)o1	-6	-4	-1	0	-2	-27	-31	1.0	-1
Cc1cc(Br)ccc1NC(=O)CCS(=O)(=O)c1cccc2nonc12	-11	-1	-4	4	0	-6	-13	0.8	0
O=C(CN1C(=O)CNC1=O)Nc1cccc(C(F)(F)F)c1	9	-2	-2	-1	12	1	7	0.5	1
Cc1ccccc1-c1nc(CN2CCC(C(=O)NCCCN3CCCC(C)C3)CC2)c(C)o1 (stereo not drawn)	16	-2	-1	-7	2	-20	8	5.4	15
COC(=O)c1ccc(NC(=O)CN2CCN(c3cccc(Cl)c3)CC2)cc1	-4	-2	-9	1	9	-14	-7	0.2	2
Cc1ccc(C(=O)Nc2ccncc2)c(Cl)c1	-17	1	7	18	-4	4	4	1.0	4
CCC(C)(C)NC(=O)CN(Cc1ccc2c(c1)OCO2)C(=O)CCC(=O)Nc1nccs1	1	-3	-11	4	-5	-13	-3	1.2	5
S=c1[nH]nc(C2CC2)n1Cc1ccco1	-3	-7	4	0	-6	-1	19	-0.3	0
COc1cc(S(=O)(=O)NCC2(N3CCCCC3)CCCCC2)ccc1NC(C)=O	-7	-6	nt	5	-2	nt	4	1.8	0
CCCCCC(=O)Nc1ccc(N2CCN(C(=O)CCC)CC2)cc1	-35	-1	-6	2	-3	1	-11	-0.1	1
Cc1cccc(-c2nc(Nc3cccc(O)c3)c3ccccc3n2)c1	-10	-6	-7	4	5	-8	-8	2.4	5
O=C(O)c1ccc(NS(=O)(=O)Cc2ccc(Cl)c(Cl)c2)cc1	-4	-2	nt	3	-3	nt	-5	2.2	0
NC(=O)c1ccccc1NC(=O)Nc1cccc(Cl)c1Cl	-6	-1	-6	3	1	-11	-11	0.4	1
O=C(/C=C/c1ccc(Cl)cc1)N1CCN(CCN2C(=O)c3cccc4cccc(c34)C2=O)CC1	0	-1	nt	2	-7	nt	-17	0.4	0
CCCCCOc1ccc(NC(=O)CCCC(=O)O)cc1	-10	-3	-10	4	4	-7	-6	0.6	0
CC1CCN(C(=O)c2cc(-c3ccc(Cl)c(Cl)c3)on2)CC1	10	-3	-4	-6	17	-15	16	-0.1	0
NC(=O)c1ccsc1NC(=O)C1CCCCC1	-13	1	-10	7	-8	-17	-8	0.1	0
Cc1ccc(/C(N)=N/OC(=O)Cc2ccccc2)cc1	-9	-7	-2	10	-5	-19	-7	7.2	0
CC(=O)NC(CC(=O)OC(C)C(=O)Nc1ncc(Cl)cc1Cl)c1ccccc1 (stereo not drawn)	-9	-3	-3	6	-6	-6	-9	0.2	1
Cn1cccc2[nH]c(=O)nc1-2	0	-3	-5	2	7	-2	-6	-0.2	0
CC(C)Cn1c(=O)c2c(nc3n2CC(C)CN3Cc2ccccc2)n(C)c1=O (stereo not drawn)	-18	-5	-1	6	-16	-25	-14	1.1	2

More entries.
SMILES	CHRM1 antagonist	CHRM1 agonist	OXTR potentiator	CHRM1 PAM	M4 antag	CHO parental Ca	CHO-K1 Ca antag	M1 ag parental	CHRM4 agonist
c1ccc(CN(Cc2cccs2)C(c2cccs2)c2nnnn2C2CCCC2)cc1 (stereo not drawn)	-44	1	-2	8	-4	34*	-8	0.1	-1
COc1ccc2cc(-c3cccnc3)ncc2c1	9	2	8	7	2	-15	-8	0.3	2
CCOC(=O)C1CCN(C2=C(NS(=O)(=O)c3ccc(Br)cc3)C(=O)c3ccccc3C2=O)CC1	21	-7	-9	-13	16	-33	10	-1.2	3
O=C(NNC(=O)C1CC1c1ccccc1)c1ccccc1[N+](=O)[O-] (stereo not drawn)	0	1	8	10	-19	-9	-3	-0.2	1
COC(=O)C(=C/C=C/c1ccco1)C(=O)OC	-9	-1	1	5	-6	-7	-7	2.6	6
CSc1cccc(NC(=O)CCc2ccccc2)c1	2	-7	-3	-1	1	-11	2	0.6	2
COc1ccc(C)cc1-n1nnnc1SCc1nc2ccccc2s1	4	-1	-18	-3	-3	-8	-11	2.1	9
Cn1c(C(=O)O)c(CC(=O)NCc2cccnc2)c2ccccc21	-26	-1	-14	7	7	11	16	-0.2	1
COC(=O)[C@H]1[C@H]2C[C@@H]3c4[nH]c5cc(OC)ccc5c4CCN3C[C@H]2C[C@@H](OC(=O)c2ccc(N)cc2)[C@@H]1OC	-9	0	-2	7	1	-13	-15	1.3	4
COc1ccc(OCC(=O)N2CCN(S(=O)(=O)c3ccccc3[N+](=O)[O-])CC2)cc1	-7	-8	-3	11	1	-19	-6	1.1	3
Oc1ccccc1/C=N/n1c(COc2ccccc2)n[nH]c1=S	-7	-6	-8	5	-3	5	4	0.1	0
O=C1CC(Nc2ccc3ccccc3c2)C(=O)N1Cc1ccccc1 (stereo not drawn)	-10	0	-15	7	-2	-16	-1	0.6	5
Cc1c(C(=O)N(C)CCC#N)oc2ccc(S(=O)(=O)N3CCOCC3)cc12	13	0	2	-4	3	-3	-10	0.6	1
CCc1ccccc1N(CC)C(=O)C1CCN(c2ncnc3c2nc2n3CCCCC2)CC1	-10	-6	-5	4	1	-36	-7	2.2	9
Cc1ccc(S(=O)(=O)N(CC(=O)N2CCN(c3ccc(F)cc3)CC2)C2CCCCC2)cc1	7	-4	-6	-7	4	-11	0	0.0	-2
Clc1cccc(-c2nc3nc4ccccc4nc3n2Cc2ccco2)c1	-16	-2	-9	5	-1	-3	-2	0.8	3
CCOc1ccc(C(=O)NC2CCN(CC(=O)NCc3ccccc3)CC2)cc1	-10	-7	0	7	-6	-9	-12	0.6	1
C=CC(=O)Nc1cccc(Oc2cc(Cl)nc3[nH]ccc23)c1	1	-4	-8	-9	6	4	0	1.2	7
CN(C)C(=O)CSc1nnc(Cc2ccccc2)n1CC1CCCO1 (stereo not drawn)	-14	-4	-11	8	3	0	-14	-0.3	1
